Source: PubChem (National Center for Advancing Translational Sciences (NCATS))
hERG WT inh: qHTS for Inhibitors of KCHN2 3.1: Wildtype qHTS; Voltage-gated inwardly rectifying potassium channel KCNH2 (Homo sapiens), Q12809; U2OS, BacMam KCNH2, thallium flux FluxOr; hits give low values; activity change, % at 1.84 µM; 340,000 compounds, 0.37% hits; AID 720551, 2013;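 active = maximum activity change below -70%; inconclusive = maximum activity change between -70% and -50%; inactive = maximum activity change above -50%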; also: % is scaled to controls: 0 for no effect and ±100 for the full control effect
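U2OS cells transduced with wild-type KCNH2 virus are loaded with FluxOr dye for 45 min, and thallium flux is measured in kinetic reads before and after stimulation buffer. Rate constants are normalized to DMSO controls.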
Coupling enz: qHTS Assay for Inhibitors of Fructose-1,6-bisphosphate Aldolase from Giardia Lamblia: Coupling assay counterscreen; activity change, negative = inhibition, % at 58.2 µM, hits read low; coupling enzyme system counterscreen, AmpLite Red fluorescence; 290,000 compounds, 0.67% hits; in the data active = activity change below about -30%; also: % is scaled to controls: 0 for no effect and ±100 for the full control effect
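Coupling enzymes only (glyceraldehyde-3-phosphate) + compound, at 57.5 uM final, 10 min RT; add substrate/coupling/AmpLite Red mix, 20 min RT; fluorescence ex 525/em 598 nm. Actives flag coupling-system interference.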
Tb PFK inh: qHTS Assay to Find Inhibitors of T. brucei phosphofructokinase; Potency, µM (top dose mostly 57.5 µM), for the others: top-dose activity, negative = inhibition, actives largely listed as inhibitors; 330,000 compounds, 0.17% hits; T. brucei PFK, ADP-Glo luminescence;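 also: potency is read from the fitted curve at half-maximal effect; 0% = uninhibited 1x PFK enzyme wells and -100% = no-enzyme wells; nearly all actives have a fitted effect of over 60% in size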
Target sequence (O15648 whole entry, looked up): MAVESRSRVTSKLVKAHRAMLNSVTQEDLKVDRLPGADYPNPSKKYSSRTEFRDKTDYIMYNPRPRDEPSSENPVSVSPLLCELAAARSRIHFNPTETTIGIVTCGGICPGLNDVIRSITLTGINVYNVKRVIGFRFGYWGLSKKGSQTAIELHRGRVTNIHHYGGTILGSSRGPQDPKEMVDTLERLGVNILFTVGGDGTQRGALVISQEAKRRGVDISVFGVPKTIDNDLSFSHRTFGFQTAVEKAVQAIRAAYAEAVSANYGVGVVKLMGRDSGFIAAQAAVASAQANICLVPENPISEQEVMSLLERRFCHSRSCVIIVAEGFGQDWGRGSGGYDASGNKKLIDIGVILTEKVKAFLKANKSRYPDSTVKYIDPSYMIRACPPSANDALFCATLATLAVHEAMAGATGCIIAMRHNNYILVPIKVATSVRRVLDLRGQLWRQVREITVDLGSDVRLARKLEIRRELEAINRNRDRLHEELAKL
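In TEA buffer at pH 8.0 with 5 mM MgCl2, enzyme (1.25 nM) converted F6P (0.5 mM) and ATP (0.1 mM) for 45 min at room temperature. ADP product was read by luciferase luminescence.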
TCR act: Activators of T cell receptors: qHTS campaign. primary human leukocytes, anti-CD3, IL-2 HTRF, 48 h. Potency, µM (series often up to 9.22 µM), without a hit: at the highest dose activation of IL-2 secretion, hits mostly activators. 330,000 tested, under 10 active; also: % of control where 0% means no effect
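IL-2 release read by HTRF sandwich (Eu cryptate donor, d2 acceptor, 665 nm emission) after 48 hr exposure of primary human leukocytes to compound together with anti-CD3 beads in the absence of co-stimulatory signals.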
Chronic BCR inh: qHTS Assay to Find Inhibitors of Chronic Active B-Cell Receptor Signaling | ABC-DLBCL IkBa-CBG/CBR reporter, luminescence ratio, 4 h | Potency, µM (highest dose often 46.1 µM), inactives show at the highest dose ratio change, negative = lower green/red ratio, usual class: inhibitors | 340,000 compounds, 0.05% hits; active = well fitted inhibition curve with a large enough effect in the signal ratio, with a control signal flat, not every such curve was filed as active; inconclusive = small, poorly fitted or top-dose-only effect, or effect the other way, or a change in a side signal; the % refers to the signal ratio;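 also: potency is read from the fitted curve at half-maximal effect; plate controls were basal doxycycline-induced cells for no effect and cells given 10 µM MG132 for full effect; MG132 reads +100%, hits lower the ratio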
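Doxycycline induced both beetle luciferases in TMD8 lymphoma cells; IKK-driven degradation limits the IkappaBalpha-fused green signal, while red luminescence normalises for cell number and nonspecific effects. Compounds tested up to 46 uM, 4 hrs.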
TSHR antag: Antagonists of the Thyroid Stimulating Hormone Receptor: HTS campaign; TSHR-expressing cells, TSH-stimulated cAMP HTRF, 2 h; hits give low values; activity change, negative = inhibition, % at 11.5 µM; 330,000 compounds, 0.2% hits;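 active = activity change below a set negative limit, meaning inhibition stronger than a set level, cut at about -70% in these data; inconclusive = activity change between two set negative limits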; also: % is scaled to controls: 0 for no effect and ±100 for the full control effect
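Freshly harvested TSHR cells receive pin-tooled compound, then EC80 TSH at 4nM final. After 2 hours at 37 deg C, antibody in lysis buffer and cAMP-d2 are added; 30 minutes at ambient temperature precede the HTRF read.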
AT treatment: qHTS Assay for Identifying a Potential Treatment of Ataxia-Telangiectasia. Potency, µM (doses to about 57.5 µM), inactives show at the top dose activation, hits mostly activators. AID 485349, 2010. […] A-T fibroblasts, KAP-1 phosphorylation AlphaLISA; neocarzinostatin DNA damage 30 min before lysis. 320,000 compounds, 0.19% hits; also: potency is read from the fitted curve at half-maximal effect; % of control where 0% means no effect; nearly all actives have a fitted effect of over 45% in size
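ATM-like activity read as KAP-1 phosphorylation via AlphaLISA donor/acceptor antibody pairs after lysis and 6 hr at 25C. Cells were ATM-null patient fibroblasts ([…], hTERT), dosed 60 min, then exposed to the DSB inducer NCS for 30 min.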
Giardia kill: Small Molecules that selectively kill Giardia lamblia: qHTS; Giardia lamblia trophozoite viability; AID 540267, 2011; activity change, % at 7.66 µM, hits read low; 340,000 compounds, 0.15% hits; in the data active = activity change below about -80%; inconclusive = between about -30% and that limit;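 also: parasites exposed to compound for two days anaerobically before the ATP read; % is scaled to controls: 0 for no effect and ±100 for the full control effect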
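Trophozoite viability was measured as ATP-dependent luminescence, read 15-30 min after reagent addition. Before that, parasites at 100 cells/well were exposed to compounds for 48 h, anaerobically, at 37 deg C.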
CXXC DNA block: qHTS Fluorescence Polarization Assay for Inhibitors of MLL CXXC domain - DNA interaction | Histone-lysine N-methyltransferase 2A (Homo sapiens), Q03164 | MLL-CXXC / FITC-HOXA9 DNA fluorescence polarization | Potency, µM (titrated, usually from 115 µM), inactives show at the highest dose activity change, negative = inhibition, usual class: inhibitors | 290,000 compounds, 0.037% hits | AID 2662, 2010; active = well fitted inhibition curve with a large enough effect in the polarisation, with a control signal flat, not every such curve was filed as active; inconclusive = small, poorly fitted or top-dose-only effect, or effect the other way, or a change in a side signal; inactive = no such curve, though single readings can be large or run the other way; the % refers to the polarisation; also: potency is read from the fitted curve at half-maximal effect
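Purified MLL-CXXC (added from a 7 uM solution) was preincubated 5 min at ambient with pinned compounds in 50 mM Tris-HCl pH 7.5, 50 mM NaCl, 1 mM DTT, 0.05% BSA. Fluorescein-labeled HOX-A9 DNA (50 nM solution) followed, 30 min, then polarization read.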
GALK inhibitor: qHTS Assay for Inhibitors of Human Galactokinase (GALK); Purified GALK, Kinase-Glo residual ATP luminescence; Potency, µM (titrated, usually from 57.5 µM), inactives show at the top dose activity change, negative = inhibition, usual class: inhibitors; 270,000 compounds, 0.007% hits; AID 1868, 2009; also: potency is read from the fitted curve at half-maximal effect; % is scaled to controls: 0 for no effect and ±100 for the full control effect
Target sequence (P51570 whole entry, looked up): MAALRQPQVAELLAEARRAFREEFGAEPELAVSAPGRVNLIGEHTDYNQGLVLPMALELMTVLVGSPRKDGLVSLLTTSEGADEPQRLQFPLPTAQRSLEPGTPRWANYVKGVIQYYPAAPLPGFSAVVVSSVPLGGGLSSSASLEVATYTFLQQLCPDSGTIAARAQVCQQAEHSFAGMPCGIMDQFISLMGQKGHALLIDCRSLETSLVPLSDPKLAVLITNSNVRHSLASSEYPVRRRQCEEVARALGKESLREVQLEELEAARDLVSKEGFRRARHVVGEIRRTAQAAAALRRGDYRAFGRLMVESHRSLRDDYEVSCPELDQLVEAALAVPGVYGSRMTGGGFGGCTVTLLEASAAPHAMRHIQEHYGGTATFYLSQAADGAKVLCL
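The enzyme phosphorylates galactose (100 uM) using ATP (35 uM); inhibition is detected as higher residual ATP, quantified by bioluminescence after 1 h reaction at room temperature, pH 8.0.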
Numbers without * were called inactive; i = inactive; ? = inconclusive; · = no result given; [ ] = another dose, or the depositor's remark. Unless noted, calls follow the shape of the dose curve; as a rule, active = well fitted curve in the direction sought with a large enough effect; inconclusive = small, poorly fitted or top-dose-only effect, or another doubt; inactive = no such curve, though single readings can be large; an effect the other way counts as inactive or inconclusive.

SMILES | hERG WT inh | Coupling enz | Tb PFK inh | TCR act | Chronic BCR inh | TSHR antag | AT treatment | Giardia kill | CXXC DNA block | GALK inhibitor
CC(C)N=C1NN=C(c2ccc(Cl)c(Cl)c2)CS1 | -8.1 | 0.4 | -0.9% | 6.9% | ? | 6.1 | -2.3% | -8.1 | 9.2% | -1.8%
O=S(=O)([O-])CCC[N+]1(CC#Cc2ccccc2)CCCCC1 | · | 3.5 | 2.6% | 2.7% | ? | 22.1 | -3.5% | 6.8 | 3.8% | 0.0%
O=C(N/C(=C/c1cccs1)c1nc2ccccc2[nH]1)c1ccccc1 | -0.6 | -3.6 | 3.0% | · | 16.6% | -3.3 | 4.8% | -1.1 | 8.7% | -4.3%
COc1cccc(C(=O)C2CCCN(Cc3ccc(OC)c(Cn4cncn4)c3)C2)c1 (stereo not given) | 13.3 | -0.4 | 1.3% | -18.7% | -0.2% | -9.0 | -8.8% | 11.1 | -7.4% | -0.5%
CCCN(Cc1cc(=O)[nH]c2ccccc12)C(=O)CC | 6.0 | 3.0 | -0.2% | -1.6% | -2.6% | 9.5 | -3.5% | 3.6 | 27.8% | 1.4%
CCn1cc(CCCC(=O)NCc2ccc(OC)cc2)c2ccccc21 | -4.9 | 4.4 | -1.1% | -4.5% | -2.5% | -6.8 | 1.4% | -24.2 | 4.1% | 3.9%
CCCNC(=O)N1CCC(C(=O)c2ccc(Cl)cc2)CC1 | -0.5 | -0.6 | -6.4% | 2.8% | 4.8% | 16.0 | 2.1% | 2.9 | -9.6% | ·
CCOC(=O)C1=C(C)N=C2SCCC(=O)N2C1c1ccc(OC)cc1 (stereo not given) | · | -0.2 | -9.3% | · | 0.5% | 11.3 | 0.6% | · | -7.7% | 4.1%
CCCn1nc(C(=O)Nc2ccc3nc(N4CCOCC4)sc3c2)ccc1=O | -2.3 | · | 0.0% | -8.8% | -19.1% | -31.6 | -8.8% | 39.5[activator] | · | ·
COCCCNC(=S)NNC(=O)c1ccc(C(C)(C)C)cc1 | -2.7 | 3.5 | 0.7% | 2.6% | -0.1% | 0.3 | -7.3% | -20.9 | -15.9% | 2.8%
Cc1ccc(S(=O)(=O)N2CCCCC2)cc1NC(=O)CNC(C)c1ccc(Cl)c(Cl)c1 (stereo not given) | -21.5 | · | -4.6% | -1.0% | -2.3% | -24.1 | 0.0% | 20.3 | · | ·
COc1ccc(S(=O)(=O)N(C)C)cc1NC(=O)COC(=O)CC1CCCC1 | 34.7 | 1.1 | -1.4% | -0.5% | -0.2% | 6.5 | 0.2% | 4.5 | 6.4% | -0.5%
O=C(OCCc1cc2ccccc2c(=O)o1)c1cccc(Br)c1 | 8.8 | · | 3.3% | 4.3% | -12.5% | -2.6 | ? | 22.6 | · | ·
CCOC(=O)c1c(S(=O)(=O)N(C)Cc2ccccc2)c(C)n(C)c1C | -0.6 | 4.2 | -0.1% | 5.8% | 10.1% | -35.2 | 3.7% | 2.1 | 3.3% | -2.5%
O=C(N/N=C\c1cccc(Br)c1)c1ccccc1-n1cccc1 | -4.6 | -21.0 | -1.2% | -8.5% | -5.9% | -7.2 | 5.1% | 28.2 | 20.3% | -2.2%
CCOc1ccc2nc(Nc3nc4ccc(NC(C)=O)cc4s3)sc2c1 | -8.3 | -5.9 | -0.2% | 5.1%[46.1 µM] | ? | -8.6 | 5.2% | -26.2 | -14.4% | 0.0%
CC1=C(C(=O)Nc2ccccc2C(F)(F)F)C(c2ccc(C)s2)NC(=S)N1 (stereo not given) | i | 1.2 | ? | -0.6% | -14.5% | -0.4 | 1.8% | -7.4 | -9.3% | -0.7%
CC(=O)NC(=S)Nc1ccc([N+](=O)[O-])cc1C | 6.5 | 3.4 | -0.8% | 10.1% | 2.4% | 8.2 | 0.2% | 2.6 | -0.7% | 4.7%
CC(C)[C@H](NC(=O)c1ccccc1F)C(=O)OCC(=O)NC1CC1 | -5.6 | · | 0.0% | -7.1% | ? | 13.9 | 32.8% | -9.8 | · | ·
O=C1c2ccsc2SCCN1Cc1ccc(Cl)cc1Cl | -0.1 | 1.9 | -0.2% | -6.0% | 0.2% | 5.5 | 2.5% | -6.2 | 2.6% | 0.3%
Fc1ccccc1-c1cc2ncccc2cn1 | 8.3 | · | 1.3% | 1.9% | ? | -28.8 | -11.1% | -4.5 | · | ·
O=C(c1ccc2c(c1)[nH]c(=S)n1c3ccccc3nc21)N1CCN(c2ncccn2)CC1 | -2.0 | 3.3 | 1.2% | 4.0% | 20.9% | 10.6 | · | -3.2 | 30.2%[activator] | 0.5%
COc1ccc2nc(SCC(=O)Nc3ccc4c(c3)CCC4)[nH]c2c1 | -2.7 | -1.8 | 0.6% | -3.0%[46.1 µM] | ? | 3.8 | 0.7% | 4.6 | -0.4% | 2.8%
COc1ccccc1C(=O)NCC(=O)N/N=C/c1cccc(Cl)c1 | -2.8 | -8.1 | 1.8% | -9.4% | ? | -9.3 | -4.5% | -24.8 | 2.8% | -3.8%
CS(=O)(=O)Nc1ccc(C(=O)NCCc2ccccc2)cc1 | 2.2 | -2.5 | -12.4% | -3.1% | ? | 3.2 | -2.0% | 4.9 | -3.1% | 4.4%
CCCC(O)(c1ccc(CC)cc1)C(CN1CCOCC1)c1ccccc1 (stereo not given) | 7.0 | -3.0 | -22.2% | 1.6% | ? | 13.0 | 31.6µM* | -16.5 | ? | 2.6%
NNc1nc(-c2ccccc2)nc2sc3c(c12)CCCC3 | 1.4 | 0.5 | -10.0% | -5.6%[46.1 µM] | 1.2% | -7.3 | -1.3% | -4.8 | -1.7% | -1.3%
CC(C)NC(=O)CN(Cc1ccc(F)cc1)C(=O)CCC(=O)Nc1nccs1 | -7.8 | 1.4 | 5.3% | 5.9% | -7.3% | 5.0 | -0.2% | -0.3 | 9.4% | 1.7%
NC(=O)c1ccc(NC(=O)COC(=O)c2cc([N+](=O)[O-])ccc2N2CCOCC2)cc1 | 0.2 | · | -7.8% | 0.0% | -1.0% | -5.8 | -0.7% | 15.5 | · | ·
COc1ccccc1NS(=O)(=O)c1cc(NC(=O)C(C)C)ccc1N1CCCCC1 | 4.5 | 0.0 | -7.9% | -4.4% | -0.9% | 1.6 | -7.5% | 4.5 | 21.8% | 8.6%
CCOc1ccc(NC(=O)CCN2CCN(c3ccccc3)CC2)cc1 | 19.5 | -1.1 | 0.0% | 0.6% | -3.3% | 7.2 | -1.0% | -6.9 | 11.9% | 0.8%
CCCC(=O)N1CCN(c2ccc(NC(=O)c3ccc([N+](=O)[O-])o3)cc2)CC1 | -20.6 | -3.7 | -0.4% | 4.3% | -10.4% | -9.9 | 0.4% | -81.6* | 22.4% | 0.2%
COc1ccc2oc(C(=O)OCC(=O)N3CCCCC3)c(C)c2c1 | 0.4 | · | -2.8% | 0.5% | 6.5% | -8.9 | -9.5% | -2.7 | · | ·
CCCOc1ccc(N2C(=O)CC(NCCNc3ccc(S(=O)(=O)CC)cc3)C2=O)cc1 (stereo not given) | -0.9 | 0.7 | 17.7% | -3.9% | 1.0% | 3.2 | -2.0% | 13.2 | 0.3% | 0.4%
CCCCN(CC)C(=O)Cn1cnc2ccc(S(=O)(=O)N3CCC(C)CC3)cc2c1=O | -2.4 | 7.0 | -7.3% | -3.1% | -4.1% | 13.5 | -5.9% | 8.8 | -2.9% | 0.8%
O=C(O)c1ccccc1NC(=O)c1cc2ccccc2oc1=O | 1.9 | -8.7 | 11.1% | -6.9% | ? | -15.0 | 5.2% | ? | 13.6% | 7.8%
Cc1nn(Cc2c(F)c(F)c(F)c(F)c2F)c(C)c1NC(=O)c1c([N+](=O)[O-])c(C)nn1C | 7.3 | 0.5 | 1.9% | · | 4.6% | -7.8 | 3.0% | -4.9 | 29.2% | -1.1%

Structures shown so far with a furan ring, fused or not:
SMILES | hERG WT inh | Coupling enz | Tb PFK inh | TCR act | Chronic BCR inh | TSHR antag | AT treatment | Giardia kill | CXXC DNA block | GALK inhibitor
CCCC(=O)N1CCN(c2ccc(NC(=O)c3ccc([N+](=O)[O-])o3)cc2)CC1 | -20.6 | -3.7 | -0.4% | 4.3% | -10.4% | -9.9 | 0.4% | -81.6* | 22.4% | 0.2%
COc1ccc2oc(C(=O)OCC(=O)N3CCCCC3)c(C)c2c1 | 0.4 | · | -2.8% | 0.5% | 6.5% | -8.9 | -9.5% | -2.7 | · | ·
